# Assay outcomes (PubChem BioAssay)
# KCC2 mod = KCC2 cotransporter modulators, thallium flux, primary screen, cell-based, HEK293 KCC2, FluoZin-2 fluorescence, MLSMR. Solute carrier family 12 member 5 (Homo sapiens), Q9H2X9. KCC2 cells, thallium flux FluoZin-2 fluorescence. B-score of Tl+ flux slope (higher = more flux/activation; lower = inhibition) at 10 µM. 190,000 tested, 2.2% active;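 active = thallium flux slope and its plate-corrected score both differing from the plate sample mean at a set confidence after two filtering rounds, in either direction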;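 also: slope of fluorescence scaled to starting intensity during 10 to 20 s after thallium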
# Furin inh = human furin inhibitors, primary screen, biochemical, fluorescence intensity; 220,000 tested, 0.061% active; inhibition, % at 30 µM; purified furin, fluorogenic substrate cleavage; in the data active = inhibition above about 25%; also: inactives centre near -15
# Target sequence (P09958 108-714 limits assumed): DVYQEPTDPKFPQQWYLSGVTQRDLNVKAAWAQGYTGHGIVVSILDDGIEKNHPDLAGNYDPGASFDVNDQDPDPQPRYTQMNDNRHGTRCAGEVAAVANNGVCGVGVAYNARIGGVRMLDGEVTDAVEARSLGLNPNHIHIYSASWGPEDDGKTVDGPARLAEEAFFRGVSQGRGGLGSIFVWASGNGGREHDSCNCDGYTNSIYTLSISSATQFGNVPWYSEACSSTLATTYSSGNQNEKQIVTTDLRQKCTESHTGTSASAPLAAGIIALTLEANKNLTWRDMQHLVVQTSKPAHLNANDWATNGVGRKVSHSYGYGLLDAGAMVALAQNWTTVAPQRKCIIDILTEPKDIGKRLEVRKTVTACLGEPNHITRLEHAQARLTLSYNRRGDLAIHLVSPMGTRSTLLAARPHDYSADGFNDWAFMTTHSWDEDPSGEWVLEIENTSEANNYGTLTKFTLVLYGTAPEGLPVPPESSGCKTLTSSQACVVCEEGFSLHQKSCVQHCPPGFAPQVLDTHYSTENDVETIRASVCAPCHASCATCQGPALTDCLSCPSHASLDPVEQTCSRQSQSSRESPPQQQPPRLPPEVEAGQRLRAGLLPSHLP
# m-calpain inh = inhibitors of pig calpain II, primary screen, biochemical, fluorogenic peptide substrate, 1536-well | 220,000 tested, 0.37% active | inhibition, % at 16 µM | purified calpain II, 30 min;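 active = inhibition above about 50%, limit read from the data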
# thrombin 1536 = human alpha-thrombin inhibitors, primary screen, counter-screen for coagulation protease inhibitor project, biochemical, 1536-well, fluorogenic AMC substrate. Prothrombin (Homo sapiens), P00734. Boc-VPR-AMC fluorogenic substrate cleavage. inhibition, % at 5 µM. 220,000 tested, 0.26% active;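 active = inhibition at or above 40%; inactive = inhibition below 40%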;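 also: 0% = enzyme with no compound and 100% = wells without enzyme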
#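 System – human alpha-thrombin protein · Reagent – Boc-VPR-AMC substrate, 15 µM final · Compound – 5 µM single dose in 0.2% DMSO · Schedule – reaction at room temperature · Technique – AMC fluorescence at 355 nm excitation and 460 nm emission · Read-out basis – % inhibition relative to enzyme controls and enzyme-free blanks · Control set – no-compound enzyme wells and no-enzyme blanks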
# FXIa inh 1536 = human FXIa protease inhibitors, primary screen, biochemical, 1536-well; purified FXIa, Boc-Glu-Ala-Arg-AMC fluorogenic substrate; inhibition, % at 5 µM; Coagulation factor XI (Homo sapiens), P03951; 220,000 tested, 0.14% active;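 active = inhibition of at least 40%; inactive = inhibition below 40%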;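 also: fluorescence of freed AMC excited at 355 nm; 0% = enzyme without compound and 100% = no enzyme blank; many of its hits are not listed in these tables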
# KLK5 inh = human KLK5 protease inhibitors, primary screen, biochemical, 1536-well; recombinant hK5, fluorogenic AMC substrate cleavage; AID 873, 2007; Kallikrein-5 (Homo sapiens), Q9Y337; 210,000 tested, 0.59% active; inhibition, % at 5 µM;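 active = inhibition of 40% or more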;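 also: 0% = enzyme controls without compound and 100% = no-enzyme blanks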
# Target sequence (Q9Y337 67-293 limits assumed): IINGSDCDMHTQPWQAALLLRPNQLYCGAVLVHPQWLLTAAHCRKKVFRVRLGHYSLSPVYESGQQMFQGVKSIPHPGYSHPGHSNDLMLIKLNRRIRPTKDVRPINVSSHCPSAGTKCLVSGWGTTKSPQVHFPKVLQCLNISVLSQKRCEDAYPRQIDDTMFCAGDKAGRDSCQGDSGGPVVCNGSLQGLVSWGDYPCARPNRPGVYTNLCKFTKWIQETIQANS
# FXIIa inh 1536 = human FXIIa protease inhibitors, primary screen, biochemical, 1536-well; Coagulation factor XII (Homo sapiens), P00748; purified FXIIa, Boc-QGR-AMC fluorogenic substrate, 2 h; 220,000 tested, 0.3% active; inhibition, % at 5 µM; in the data active = inhibition above about 40%;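 also: 0% = enzyme with no compound and 100% = blank without enzyme; many of its hits are not listed in these tables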
# PERK inhibitor = block of dimerizer-induced PERK translation repression, primary screen, PERK inhibitor project, CHO PERK-DD cells, SEAP luminescence, HTS; CHO PERK-DD fusion, SEAP luminescence translation reporter; inhibition, % at 5.6 µM; 220,000 tested, 0.17% active;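 active = inhibition above the mean inhibition of all tested compounds plus 3 SD, set separately per screening campaign, cut at about 2.9% in these data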;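 also: PERK kinase domain activated by AP20187 dimerizer at 100 nM; 0% = DMSO with dimerizer and 100% = rapamycin at 8.4 µM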
# Rad51 HR inh = human RAD51 strand exchange inhibitors, primary screen, biochemical, fluorescence; DNA repair protein RAD51 homolog 1 (Homo sapiens), Q06609; hRad51 DNA strand exchange, fluorescence dequenching; inhibition, % at 10 µM; 200,000 tested, 0.085% active;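 active = inhibition above 40% at the single screening dose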;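 also: 0% = DMSO control wells and 100% = blanks with heterologous ssDNA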
#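 Read-out basis: percent inhibition relative to plate controls and blanks / Assay system: human Rad51 nucleoprotein filaments preassembled on unlabelled ssDNA / Timing: filaments 15 min 37 °C, then compound 30 min / Control set: per-plate controls and blanks / Technique: fluorescence dequenching at 485/520 nm / Compound: 10 µM final, single point / Also added: Fluorescein- and BHQ1-tagged 47-mer duplex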
# * = called active by the depositor; . = no result given; [ ] = another dose, or the depositor's remark.
item	canonical_smiles	m-calpain inh	KLK5 inh	FXIIa inh 1536	Rad51 HR inh	thrombin 1536	KCC2 mod	FXIa inh 1536	PERK inhibitor	Furin inh
1	O=C(O)CCC(NC(=O)OCc1ccccc1)C(=O)O (stereo not drawn)	-8.8	-6.8	17.0	12.3	4.3	0.219	4.4	1.2	-16.3
2	O=C(C1CCCO1)N1CCN(C(=S)Nc2ccccc2C(F)(F)F)CC1 (stereo not drawn)	-8.8	-3.1	8.2	0.4	-6.1	0.828	1.7	1.2	-23.6
3	N/C(=N\OS(=O)(=O)c1ccc2ccccc2c1)c1ccncc1	-7.0	-23.1	12.3	.	0.4	-0.561	3.4	0.1	-13.8[20 µM]
4	CC(=O)Nc1ccc(S(=O)(=O)N(C)S(=O)(=O)c2ccc(F)cc2)cc1	-5.3	-20.1	-4.5	-6.5	0.1	.	-10.5	1.4	-23.6
5	Cc1ccc(N2C(=O)[C@@H]3[C@H](C2=O)[C@H]2C=CC=NN2[C@@H]3C(=O)Nc2ccc(Cl)cc2)cc1	-124.2	1.7	0.8	1.1	-16.3	0.00101	-0.9	0.6	-31.6[20 µM]
6	CN(C)S(=O)(=O)c1ccc(NC(=O)CN2CCC(Cc3ccccc3)CC2)cc1	-15.8	-4.6	0.1	32.6	4.8	-1.02	-7.5	-0.2	-8.0
7	Cc1ccc(C)c2[nH]c(=O)c(CCNC(=O)CC(C)C)cc12	-29.5	10.1	4.5	-4.5	-11.3	-0.578	-5.5	0.2	-16.9
8	CCOC(=O)CSC1=NC(=O)CS1	20.2	-0.2	13.5	-51.5	2.6	.	8.8	2.6	-17.6
9	CNCc1ccccc1Sc1cccc(O)c1	-9.7	-10.8	-2.8	-1.6	-6.2	0.234	2.3	0.8	-20.4
10	CC(=O)c1ccc(N2CCN(C(=O)c3ccc(Br)cc3)CC2)c(F)c1	16.7	18.4	22.0	14.6	18.2	.	7.1	0.3	-10.5
11	O=C1CC(c2ccccc2)CC(O)=C1C=NCCN1CCN(Cc2ccccc2)CC1 (stereo not drawn)	6.8	3.8	10.2	-3.9	2.3	-0.268	8.9	1.4	-11.9
12	CC1(C)N=C(c2ccc(Cl)cc2)C(=O)N1	-10.2	1.9	12.3	7.8	4.3	-0.151	0.1	-0.7	-29.8
13	Cc1ccc(C(C)NC(=O)c2cc(C)oc2C)cc1 (stereo not drawn)	16.0	-9.8	11.6	1.8	1.0	-0.0555	0.3	1.1	-17.5[20 µM]
14	CCOc1ccc(/C=C2\SC(=S)N(NS(=O)(=O)c3ccc(C)cc3)C2=O)cc1OC	33.9	2.8	14.8	-5.8	-3.3	24*	8.6	1.4	-8.6
15	C/C(Nc1ccc(C)cc1)=C(/C#N)C(N)=O	5.2	2.8	10.9	-2.2	2.3	0.487	-3.0	1.1	-16.6[20 µM]
16	O=c1cc(N2CCc3ccccc3C2)[nH]c(=O)n1-c1ccc(Br)cc1	12.0	-9.4	7.1	0.3	3.2	-0.733	0.5	0.8	-9.3
17	CCN(CC)C(=O)CC(c1ccc2c(c1)OCO2)c1c(O)cc(OC)cc1OC (stereo not drawn)	-16.4	2.2	11.2	3.2	2.5	-1.67	0.9	.	-26.0
18	CCC(C)NS(=O)(=O)c1ccc(NC(=O)c2c(-c3ccccc3)noc2C)cc1 (stereo not drawn)	5.3	-11.4	13.7	2.8	-1.1	.	7.6	0.2	-12.4
19	O=[N+]([O-])c1cc(S(=O)(=O)N2CCCC2)ccc1NCCc1ccccc1	34.6	-16.5	5.0	7.2	-9.1	-0.9	8.1	1.7	2.0
20	CC(=O)c1sc(NC(=O)C2=NN(c3ccccc3)C(=O)CC2)nc1C	21.3	-1.4	8.6	-3.8	-7.9	0.647	-7.6	0.5	-15.8
21	COc1ccc(OC)c(NC(=O)NNC(=O)CCCOc2ccc(Cl)cc2C)c1	-5.4	0.1	4.4	16.3	-5.3	-1.78	-3.0	-0.1	-16.8
22	Clc1ccc(COc2ccccc2-c2ccnc3ncnn23)cc1	-204.1	-5.9	-0.9	-4.8	-14.8	0.54	-3.5	0.2	-5.8
23	N#CC1=C(N)Oc2n[nH]c(-c3ccc(F)cc3)c2C1c1cccc(OC(=O)N2CCOCC2)c1 (stereo not drawn)	-58.4	-13.0	7.0	-1.7	29.0	-0.0145	-10.2	1.1	-22.6[20 µM]
24	S=c1[nH]nc(C(c2ccccc2)C2CCCCC2)o1 (stereo not drawn)	-16.2	2.4	12.1	-15.1	-1.1	0.0531	2.0	0.3	-18.5
25	O=C(COn1nnc2ccc(Cl)cc21)Nc1ccc(F)cc1	-29.3	1.1	11.3	-9.3	-3.0	-0.132	3.6	1.3	-25.7
26	Cc1ccc(C(=O)CSC2=NC(N)=C(C#N)C3(CCCCC3)C2C(N)=O)cc1 (stereo not drawn)	17.2	-12.3	16.1	-1.7	6.8	-1.41	8.4	-0.5	-16.5
27	CCc1n(CC(O)COCc2ccccc2)c2ccccc2[n+]1C (stereo not drawn)	-14.8	-7.8	2.8	32.7	2.9	0.883	-4.3	1.8	-28.5
28	Cc1cccc(C(=O)N2CCN(C(=O)c3cccc(C)c3)C(C)C2)c1 (stereo not drawn)	27.5	-20.6	5.4	6.1	16.4	-0.111	1.7	-0.2	-13.8[20 µM]
29	NC(=O)C(c1ccccc1)C1CCCCC1 (stereo not drawn)	11.1	-5.7	22.4	3.5	3.1	.	20.8	0.9	-11.9[20 µM]
30	O=C(COC(=O)Cc1ccc(S(=O)(=O)N2CCOCC2)s1)Nc1ccc2c(c1)OCO2	-1.0	-2.6	5.8	-0.6	1.0	1.34	0.4	-0.5	-12.4[20 µM]

# Excerpt: compounds 25 to 28
item	canonical_smiles	m-calpain inh	KLK5 inh	FXIIa inh 1536	Rad51 HR inh	thrombin 1536	KCC2 mod	FXIa inh 1536	PERK inhibitor	Furin inh
25	O=C(COn1nnc2ccc(Cl)cc21)Nc1ccc(F)cc1	-29.3	1.1	11.3	-9.3	-3.0	-0.132	3.6	1.3	-25.7
26	Cc1ccc(C(=O)CSC2=NC(N)=C(C#N)C3(CCCCC3)C2C(N)=O)cc1 (stereo not drawn)	17.2	-12.3	16.1	-1.7	6.8	-1.41	8.4	-0.5	-16.5
27	CCc1n(CC(O)COCc2ccccc2)c2ccccc2[n+]1C (stereo not drawn)	-14.8	-7.8	2.8	32.7	2.9	0.883	-4.3	1.8	-28.5
28	Cc1cccc(C(=O)N2CCN(C(=O)c3cccc(C)c3)C(C)C2)c1 (stereo not drawn)	27.5	-20.6	5.4	6.1	16.4	-0.111	1.7	-0.2	-13.8[20 µM]

# Additional structures.
item	canonical_smiles	m-calpain inh	KLK5 inh	FXIIa inh 1536	Rad51 HR inh	thrombin 1536	KCC2 mod	FXIa inh 1536	PERK inhibitor	Furin inh
31	CCOC(=O)C1(CCOc2ccccc2)CCN(Cc2ccncc2)CC1	-31.6	1.9	13.5	5.2	13.4	0.237	-2.8	-0.3	-27.3
32	N#C/C(=N\Nc1ccc(S(=O)(=O)N2CCCCCC2)cc1)C(N)=S	27.1	3.7	12.8	4.6	2.2	-0.0583	3.0	0.0	-24.8
33	COc1cc(C=O)c(Br)cc1OCc1ccc(C)cc1	9.4	-0.1	17.0	0.4	1.8	.	0.5	-0.1	-21.9[20 µM]
34	COC(=O)CC(=O)CSc1nc(C)cc(C)c1C#N	-155.6	8.5	6.8	-6.7	1.9	-0.159	1.9	0.6	-33.4
35	CCS(=O)(=O)N1CCC(C(=O)N2CCN(c3ccccc3)CC2)CC1	-14.3	7.0	15.0	-1.7	8.1	0.106	1.3	0.2	-22.1
36	Cn1c2ccccc2c2cc([N+](=O)[O-])ccc21	-5.1	0.3	-2.6	8.9	-3.4	0	0.3	-0.1	-21.8
37	Cc1ccc(-n2nc3cc(C)c(NC(=S)NC(=O)/C=C/c4ccco4)cc3n2)cc1	-35.2	2.9	7.7	-4.2	-4.6	0.714	0.0	-0.1	2.0
38	COc1ccc(C)cc1Nc1nc(-c2c[nH]c3ccccc23)cs1	-22.9	-13.6	12.1	-15.2	-2.7	-0.253	8.3	0.7	-8.4
39	C=CCOc1c(CNC2CCCC2)cc(Cl)cc1OC	0.5	8.4	12.0	4.0	0.5	1.31	-5.4	-0.8	-17.2
40	CN1CCN(C(=S)NC(=O)c2ccc(S(=O)(=O)N3CCOCC3)cc2)CC1	8.0	-18.4	-5.0	3.9	-3.0	0.0129	0.1	2.6	-14.4
41	CC1CCc2nn(CC(=O)Nc3c(F)cc(F)cc3Br)cc2C1 (stereo not drawn)	-14.8	-7.7	17.2	-7.3	-0.2	-0.107	5.0	.	-8.6
42	COC(=O)c1ccccc1NC(=O)/C=C/c1cc(OC)c(OC)c(OC)c1	-3.8	-0.7	-15.3	0.6	-10.7	.	-3.5	-2.8	-20.9[20 µM]
43	Cc1ccc(-n2nnnc2SCc2nnc(-c3ccccc3Br)o2)cc1	-17.2	-8.9	7.3	-7.1	2.7	-2.01	-1.4	0.2	-21.0
44	COCCN1C=C2C(=O)C(C)(OC(=O)CCc3ccccc3)C(=O)C=C2C=C1c1ccc(C#N)cc1 (stereo not drawn)	-30.4	0.6	7.5	3.4	-0.3	0.489	2.9	.	-15.7
45	O=C(NCc1ccco1)c1ccc(Cn2c(=O)c3sccc3n(Cc3ccc(F)cc3)c2=O)cc1	-63.9	-24.3	7.9	-3.4	-0.6	-1.01	3.0	0.7	-2.9
46	COc1cc(-c2cc(C(=O)Nc3ccc(N4CCOCC4)cc3)c3ccccc3n2)cc(OC)c1OC	-6.8	0.0	3.5	13.3	-2.6	.	0.8	-2.5	-8.7
47	CC(=O)c1nc(N2C(=O)CC(Cc3cccc(C)c3)C2=O)sc1C (stereo not drawn)	-29.0	-1.4	24.6	-3.4	1.7	-0.443	17.2	0.2	10.0[20 µM]
48	Oc1cccc(/C=N/NC(=S)Nc2cccnc2)c1O	8.0	-121.8	5.8	-0.6	-2.6	0.288	7.4	0.7	9.1
49	CC(C)COc1nc2ccccc2c(=O)n1OCC(=O)O	5.9	-11.1	-3.5	.	-6.1	.	-10.0	0.6	-17.6[20 µM]
50	O=C(Nc1cccc(NC(=O)c2cccs2)c1)c1ccc2c(c1)OCCO2	17.1	-5.0	1.8	-22.0	-14.2	.	-4.6	0.6	-20.8
51	CCCCCC(=O)Nc1c(-c2ccc(OC)cc2)c(=O)c2ccccc2n1C	-203.5	7.1	12.7	-0.7	3.6	-0.107	-14.3	-0.3	-13.8[20 µM]
52	O=C(CSc1nc2ccccc2s1)N/N=C/c1cc([N+](=O)[O-])ccc1O	-2.0	-2.4	1.8	.	-2.4	-2.23	-0.6	-0.8	-3.8
53	O=C(CN1CCOCC1)Nc1c(C(=O)C2CC2)oc2ccccc12	8.1	0.0	10.0	5.8	-4.2	-1.98	-2.7	0.0	-24.1
54	CC(=O)Nc1ccc(-c2ccnc(-c3ccc(NC(C)=O)cc3)n2)cc1	-21.6	6.7	7.4	2.5	-4.5	0.191	1.8	-0.2	-22.9

# A portion of the library; the hit share may differ from the screen's.
